Source: PubChem BioAssay (several laboratories)
TRPC4 PAM – TRPC4 (mouse) allosteric potentiation; Q9QUQ5; HEK293 TRPC4beta/mu-opioid, DAMGO EC20, Fluo-4 Ca2+ flux; active compounds read high; B-score at 10 µM; actives 0.42% (n = 310,000); AID 2227;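 active means B-score of calcium response area above 5 SD of library B-scores, with initial fluorescence ratio within 5 SD of library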;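 further: B-score of integrated fluorescence ratio over time as area under calcium response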
Target sequence (Q9QUQ5 whole entry, looked up): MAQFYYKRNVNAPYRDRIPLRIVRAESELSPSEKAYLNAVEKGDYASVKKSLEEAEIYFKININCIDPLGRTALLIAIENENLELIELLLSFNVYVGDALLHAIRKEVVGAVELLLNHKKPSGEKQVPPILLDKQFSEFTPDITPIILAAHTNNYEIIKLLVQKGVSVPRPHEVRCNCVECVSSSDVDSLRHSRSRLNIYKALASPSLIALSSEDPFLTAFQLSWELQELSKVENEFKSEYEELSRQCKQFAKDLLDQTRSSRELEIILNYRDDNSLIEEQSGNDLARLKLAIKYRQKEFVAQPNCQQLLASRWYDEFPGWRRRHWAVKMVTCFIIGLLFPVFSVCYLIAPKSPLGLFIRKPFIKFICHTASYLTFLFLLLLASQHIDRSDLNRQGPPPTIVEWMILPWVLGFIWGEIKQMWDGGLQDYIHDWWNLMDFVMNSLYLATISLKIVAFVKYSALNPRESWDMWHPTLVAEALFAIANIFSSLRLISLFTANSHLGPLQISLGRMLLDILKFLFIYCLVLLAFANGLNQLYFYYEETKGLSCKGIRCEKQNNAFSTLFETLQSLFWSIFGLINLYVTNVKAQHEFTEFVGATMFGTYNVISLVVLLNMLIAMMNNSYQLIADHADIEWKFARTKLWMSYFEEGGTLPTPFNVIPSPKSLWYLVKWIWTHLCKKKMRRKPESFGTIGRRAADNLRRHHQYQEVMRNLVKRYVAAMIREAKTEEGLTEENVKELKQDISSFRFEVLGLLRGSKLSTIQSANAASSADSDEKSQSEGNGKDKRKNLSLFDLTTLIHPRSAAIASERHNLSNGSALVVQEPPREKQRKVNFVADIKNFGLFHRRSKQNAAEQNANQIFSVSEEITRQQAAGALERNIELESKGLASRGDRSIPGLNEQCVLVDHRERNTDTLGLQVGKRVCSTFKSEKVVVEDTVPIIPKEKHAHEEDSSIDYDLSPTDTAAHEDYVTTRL
ANO1 block – mouse TMEM16A channel inhibition, primary screen. Q8BHY3. HEK293 TMEM16A/YFP iodide influx fluorescence, ionomycin. normalized B-score (activity score, 25-100; higher = stronger inhibition) at 10 µM. actives 1.2% (n = 310,000). AID 588511;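 active means ratio plate-corrected score three or more library SD toward inhibition, starting fluorescence score within five deviations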;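 further: score derived from kinetic fluorescence span divided by baseline fluorescence per well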
HDAC3 inh – blocks human histone deacetylase 3; actives 0.15% (n = 320,000); O15379; recombinant HDAC3, fluorogenic peptide/trypsin coupled, fluorescence; inhibition, % at 8.3 µM; in the data active means inhibition above about 26%, passing the limit was not always enough; inconclusive means no clear call, values can overlap the other calls
TRPC4 act – TRPC4 (mouse) channel activation; Q9QUQ5; HEK293 TRPC4beta/mu-opioid, Fluo4 calcium fluorescence; active compounds read high; B-score at 10 µM; actives 0.49% (n = 310,000);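 active means B-score above 5 SD of library B-scores, and initial fluorescence ratio not above library mean plus 5 SD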;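 further: positive B-score marks a calcium rise read as TRPC4 activation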
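System: HEK293 cells stably co-expressing mouse TRPC4beta and mu-opioid receptor; Schedule: Fluo4 dye loading 45 min at room temperature, 110 s recording; Detection: Fluo4 fluorescence, kinetic; Evaluation: B-scored integrated calcium fluorescence ratio; Controls: buffer (low) and maximal DAMGO (high).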
KCNK9 block – blocks the human KCNK9 two-pore domain potassium channel; HEK293 KCNK9, FluxOR thallium flux fluorescence; active compounds read low; Q9NPC2; actives 1.2% (n = 310,000); AID 488922; B-score at 10 µM;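 active means ratio B-score over 3 SD below the library mean, with starting fluorescence within 5 SD of its mean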;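 further: negative B-score means less thallium flux so channel inhibition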
KCNQ1 act – potentiators or activators of human KCNQ1 potassium channel; CHO-K1 KCNQ1, thallium flux FluxOR fluorescence; active compounds read high; B-score at 10 µM; actives 0.35% (n = 310,000); P51787;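 active means fluorescence ratio B-score, a plate-corrected score, at least three library SD, with initial intensity B-score within 5 SD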
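Doses: Single concentration per compound, DMSO matched to controls | Test system: KCNQ1-transfected CHO-K1 cells | Timing: 90 min dye loading and 20 min compound exposure, both at room temperature | Measured by: Kinetic FluxOR thallium fluorescence, 10-s 1-Hz baseline, 110-s post-stimulus read | Medium: Assay buffer with matched DMSO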
ANO1 activ – mouse TMEM16A channel activation, primary screen; Q8BHY3; HEK293 TMEM16A/YFP-H148Q/I152L, iodide quench fluorescence; active compounds read low; B-score at 10 µM; actives 0.3% (n = 340,000); AID 623877;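 active means fluorescence-ratio B-score plate-corrected deviation score at least 3 library SD below zero, with starting fluorescence score within 5 deviations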;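 further: channel opened by trigger with iodide after compound preincubation; score built on the fluorescence ratio of max minus min over baseline; more negative score means more quench and so TMEM16A activation or potentiation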
KCNK3 block – human KCNK3 channel inhibition, primary screen; O14649; CHO-KCNK3 thallium flux, FluxOR fluorescence; active compounds read low; B-score at 10 µM; actives 0.84% (n = 340,000); AID 602410;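 active means B-score under library mean minus 4 SD, starting fluorescence ratio at most library mean plus 5 SD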;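 further: more negative B-score means stronger inhibition of thallium flux through KCNK3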
hERG protect – shields human hERG channel from block by proarrhythmic agents; Q12809; CHO-hERG, FluxOR thallium flux, dofetilide IC70 present; activation (rescue from dofetilide block), less the hit threshold, % at 10 µM; actives 0.51% (n = 310,000); AID 1511;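 active means activation above the mean of controls blocked by dofetilide plus 5 SD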;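 further: thallium influx through hERG after potassium depolarization seen as dye fluorescence rise; in these data hits start at about 4.7%; inactives centre near -7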
DYRK1A inh – inhibitors of rat Dyrk1A kinase | Q63470 | ADP-Glo luminescence, NFATc1 peptide | actives 0.43% (n = 310,000) | inhibition, % at 12.5 µM; in the data active means inhibition above about 50%;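 further: plate controls were vehicle with enzyme for no effect and no enzyme for full effect; many of its hits are not listed in these tables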
KCNQ1 block – inhibitors of human KCNQ1 potassium channel. actives 1.3% (n = 310,000). AID 2642. P51787. B-score at 10 µM. CHO-K1 KCNQ1, FluxOR thallium flux fluorescence; active compounds read high;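 active means compounds whose thallium flux B-score, printed positive for inhibition, exceeds three library SD while starting fluorescence stays within three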;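 further: channel opened by potassium depolarization with thallium stimulus after 20 min compound exposure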
An asterisk follows results filed as active; i = inactive; u = inconclusive; x = not tested or not shown.

SMILES	TRPC4 PAM	ANO1 block	HDAC3 inh	TRPC4 act	KCNK9 block	KCNQ1 act	ANO1 activ	KCNK3 block	hERG protect	DYRK1A inh	KCNQ1 block
COc1ccc(CCN(C)C(=O)c2cc(-c3ccccc3)nc3ccc(C)cc23)cc1OC	i	i	1	i	i	i	i	i	-18	-5	i
Cc1ccccc1OCC(=O)N/N=C1\SCC(=O)N1Cc1ccccc1	i	i	2	i	i	i	i	i	-4	-5	i
CCCCN1C(=O)C2NN=C(C(=O)OCC)C2C1=O (centres undefined)	i	i	4	i	i	i	i	i	-11	-1	i
CSc1ccccc1NC(=O)c1cnc2n(c1=O)CCS2	i	i	2	i	i	i	i	i	-11	3	i
COc1ccc(-c2cnc(SCC(=O)Nc3nc(C(C)(C)C)cs3)n2Cc2ccco2)cc1	i	i	-3	i	i	i	i	i	-14	0	i
Cc1csc(NC(=O)c2cc(-c3ccccc3)nc3ccccc23)n1	i	i	7	i	-9.8*	i	i	i	-12	3	i
CCCCn1c(N)c(N(CC(C)C)C(=O)c2cccc(S(=O)(=O)N3CCN(C(C)=O)CC3)c2)c(=O)[nH]c1=O	i	i	1	i	i	i	i	i	-10	2	i
CC(C)[C@H](NC(N)=O)C(=O)NCCc1ccc(Cl)cc1	i	i	5	i	i	i	i	i	-8	0	i
O=C(NNC(=S)Nc1ccccc1)c1ccco1	i	i	-5	i	i	i	i	i	-11	-2	i
O=C(CSc1nnc(-c2ccco2)o1)NC1CC2CCC1C2 (centres undefined)	i	i	-5	i	i	i	i	i	-6	-3	i
C#CCOCCOCCOCCNc1nc(N2CCN(C(=O)[C@H]([C@@H](C)O)n3cc(CCCCN)nn3)CC2)nc(N2CCN(C(=O)[C@H](CCCCN)n3cc(CC(C)O)nn3)CC2)n1 (some centres undefined)	x	i	1	x	x	x	i	i	x	-15	x
COc1cccc(-c2cccc(NC(=O)C3CCN(Cc4ccon4)CC3)c2)c1	i	i	u	i	i	i	i	i	-8	-1	i
Cc1ccc(/C=N/n2c(COc3ccccc3)n[nH]c2=S)cc1	i	i	-1	i	i	i	x	i	-7	-4	i
CCOc1ccc(NS(=O)(=O)c2cc(C(=O)N(CC)CC(=O)NCc3cccs3)ccc2C)cc1	i	i	-9	i	i	i	i	i	-12	2	i
CC(=O)Oc1ccc(C(=O)Nc2ccc(S(=O)(=O)N3CCOCC3)cc2)cc1	i	i	2	i	i	i	i	i	-3	12	i
Cc1cnc(C(=O)Nc2ccccc2-c2ccc(C)o2)cn1	i	i	1	i	i	i	x	i	-4	2	i
CCCc1cc(C(=O)NCc2cccs2)no1	i	i	4	i	i	i	i	i	-8	-2	i
CCOC(=O)/C(C#N)=C/c1cc(C)n(-c2ccc(Br)cc2)c1C	i	i	-7	i	i	i	x	x	-11	x	i
CC(=O)NS(=O)(=O)c1ccc(NC(=S)NC(=O)c2ccco2)cc1	i	i	7	i	i	i	i	i	-4	0	i
Cn1c(SCC(=O)N2CCOCC2)nnc1-c1cccc(NC(=O)c2ccccc2F)c1	i	i	2	i	i	i	i	i	-7	-1	i
COc1ccccc1NC1=NC2(CCCC2)N=C(N)N1	i	i	-8	i	i	i	i	i	-4	-5	i
CC(C(=O)OCC(=O)c1ccc(Br)cc1)N1C(=O)C2C3CCC(C3)C2C1=O (centres undefined)	i	i	4	i	i	i	i	i	-5	-3	i
CCCCn1c(N)c(N(CC(C)C)C(=O)c2cc(-c3ccc(OC)c(OC)c3)nc3ccccc23)c(=O)[nH]c1=O	i	i	x	i	i	i	i	i	-15	0	i
Clc1ccc(N2CCN(c3ncnc4c3oc3ccccc34)CC2)cc1	i	i	-2	i	i	i	i	i	-10	1	i
Cc1ccccc1NC(=S)/C(=C(\[O-])c1ccc(C)c([N+](=O)[O-])c1)[n+]1ccccc1	i	i	3	i	i	i	i	i	-4	-1	i
SMILES	TRPC4 PAM	ANO1 block	HDAC3 inh	TRPC4 act	KCNK9 block	KCNQ1 act	ANO1 activ	KCNK3 block	hERG protect	DYRK1A inh	KCNQ1 block
N#Cc1nc(-c2ccco2)oc1N1CCN(c2cccc(Cl)c2)CC1	i	i	1	i	i	i	i	-9.6*	-10	5	i
N#Cc1c(NC(=S)NC(=O)c2ccccc2)sc2c1CCN(CCc1ccccc1)C2	i	i	7	i	i	i	x	x	-9	x	i
C=CCSc1nnc(NC(=O)COc2ccc3ccccc3c2)s1	i	i	6	i	i	i	i	i	-5	14	i
COc1ccc(NC(=O)/C(C#N)=C/C=C/c2ccco2)cc1	i	i	8	i	i	i	i	i	-8	-13	i
Cc1ccccc1CN1C(=O)[C@H]2Cc3c([nH]c4ccccc34)C(C)(C)N2C1=O	i	i	-10	i	i	i	i	i	-3	1	i
COc1ccc(N=Nc2[nH]c3ccc(C)cc3c2O)cc1	i	i	8	i	i	i	i	i	1	-7	i
CC(Sc1ccccc1)C(=O)Nc1ccccc1C(=O)N1CCOCC1 (centres undefined)	i	i	7	i	i	i	i	i	-3	1	i
COc1ccc(S(=O)(=O)N2CCCCCC2)cc1C(=O)N(C)CC(=O)Nc1ccccc1Cl	i	i	2	i	i	i	i	i	-13	-4	i
O=C(O)CC1S/C(=N/N=C/C2CC=CCC2)NC1=O (centres undefined)	i	i	-2	i	i	i	i	i	-6	-3	i
CCOC(=O)N1CCC(NC(=O)C(NS(=O)(=O)c2ccc3c(c2)CCN3C(=O)CC)C(C)C)CC1 (centres undefined)	i	i	u	i	i	i	i	i	-1	-4	i
O=C1NC(=O)c2cc(NC(=O)C3COc4ccccc4O3)ccc21 (centres undefined)	i	i	-5	i	i	i	i	i	-2	13	i
CC/C(=C\C(=O)c1cccnc1)Nc1ccc(C)c(C)c1	i	i	4	i	i	i	i	i	-9	10	i
C=CCn1c(C)cc(C(=O)CSc2nc(N)cc(N)n2)c1C	i	i	2	i	i	i	i	i	-6	1	i
O=C(NCCCCCCNC(=O)c1cncc(O)c1)c1cncc(O)c1	i	i	2	i	i	i	i	i	-4	-1	i
C=CCOc1nc2c(c(=O)n(C)c(=O)n2C)n1Cc1c(Cl)cccc1Cl	i	i	4	i	i	i	i	i	-10	7	i
COc1ccc(OC)c(C(=O)NC(CC(N)=O)c2ccc(N3CCN(c4ccccc4)CC3)c([N+](=O)[O-])c2)c1 (centres undefined)	i	i	3	i	i	i	i	i	-4	0	i
O=C(c1cccc(S(=O)(=O)NCc2ccccc2)c1)N1CCN(c2cccc(C(F)(F)F)c2)CC1	i	i	16	i	i	i	i	i	-7	x	i
O=C(Cc1c(F)cccc1Cl)NC1=NCCS1	i	i	-1	i	i	i	i	i	-11	-2	i
COC(=O)c1ccc(CNC(=O)c2ccc3oc(C(C)C)nc3c2)cc1	i	i	-3	i	i	i	i	i	-11	1	i
Cc1nn(CC(=O)NNC(=S)NCC2CCCO2)c(C)c1Br (centres undefined)	i	i	-6	i	i	i	i	i	-14	-8	i
O=C(Nc1ccccc1)Nc1nc(-c2ccccc2)cs1	i	i	3	i	i	i	i	i	-10	9	i
CCOc1ccccc1NC(=O)C1CCN(C(=O)NCc2ccccc2)CC1	i	i	-2	i	i	i	i	i	1	-2	i
COc1ccc(N2CCN(c3ncnc4c3[nH]c3ccccc34)CC2)cc1	i	i	-4	i	i	i	i	i	-6	2	i
CCN(C(=O)COC(=O)CCCN1C(=O)c2cccc3cccc(c23)C1=O)C1CCS(=O)(=O)C1 (centres undefined)	i	i	-17	i	i	i	i	i	-11	3	i
CC(C)Cn1cnc2sc3c(c2c1=N)CCCC3	i	i	13	i	i	i	i	i	-7	34	i

Single records, from the list above. Screens in order: TRPC4 PAM	ANO1 block	HDAC3 inh	TRPC4 act	KCNK9 block	KCNQ1 act	ANO1 activ	KCNK3 block	hERG protect	DYRK1A inh	KCNQ1 block
CCOC(=O)N1CCC(NC(=O)C(NS(=O)(=O)c2ccc3c(c2)CCN3C(=O)CC)C(C)C)CC1 (centres undefined) across the screens: i	i	u	i	i	i	i	i	-1	-4	i
C=CCn1c(C)cc(C(=O)CSc2nc(N)cc(N)n2)c1C across the screens: i	i	2	i	i	i	i	i	-6	1	i
Cc1cnc(C(=O)Nc2ccccc2-c2ccc(C)o2)cn1 across the screens: i	i	1	i	i	i	x	i	-4	2	i
CCCc1cc(C(=O)NCc2cccs2)no1 across the screens: i	i	4	i	i	i	i	i	-8	-2	i
O=C(O)CC1S/C(=N/N=C/C2CC=CCC2)NC1=O (centres undefined) across the screens: i	i	-2	i	i	i	i	i	-6	-3	i

More results:
SMILES	TRPC4 PAM	ANO1 block	HDAC3 inh	TRPC4 act	KCNK9 block	KCNQ1 act	ANO1 activ	KCNK3 block	hERG protect	DYRK1A inh	KCNQ1 block
Cc1cc(CNC(=O)C2CCC(=O)N(Cc3ccccc3F)C2)on1 (centres undefined)	i	i	-4	i	i	i	i	i	-7	0	i
COc1ccc(S(=O)(=O)N2CCN(C(=O)C3CCC3)CC2)cc1	i	i	-5	i	i	i	i	i	-6	7	i
COc1ccccc1-c1cc(C(=O)NCCCn2ccnc2)no1	i	i	-1	i	i	i	i	i	-9	7	i
CSCc1ccc(C(=O)Nc2cc(C)cc(C)c2)cc1	i	i	5	i	i	i	i	i	-12	-3	i
CCOC(=O)c1c(-c2ccccc2)oc2ccc(OC(C)C(=O)O)cc12 (centres undefined)	i	i	x	i	i	i	i	i	-13	1	i
CCOC(=O)C1=C(CC)OC(N)=C(C#N)C1c1ccc(OC)c(OC)c1OC (centres undefined)	i	i	0	i	i	i	i	i	-6	6	i
CCCCNC(=O)c1sc(=S)n2c1[nH]c(=O)c1ccc(C(=O)NCCc3ccc(OC)c(OC)c3)cc12	i	i	0	i	i	i	i	-10*	-20	1	i
CCC(=O)c1ccc(Oc2ccc(C(=O)c3ccc(C)cc3)cc2[N+](=O)[O-])cc1	i	i	-5	i	i	i	i	i	-11	2	i
Cc1cccc(/C=C/c2onc(C)c2[N+](=O)[O-])n1	i	i	10	i	i	i	i	i	-6	x	i
CN(CC(=O)Nc1c(Cl)cccc1Cl)C(=O)C1=COCCO1	i	i	3	i	i	i	i	i	-10	-3	i
O=S(=O)(NCC1(N2CCOCC2)CCCCC1)c1ccc(Cl)cc1C(F)(F)F	i	i	8	47*	i	i	-18*	i	-12	x	i
CCC(NC(=O)NNC(=O)c1ccncc1)(C(F)(F)F)C(F)(F)F	i	i	-2	i	i	i	i	i	-11	15	i
O=Cc1cccn1-c1cccc([N+](=O)[O-])c1	i	i	3	i	i	i	i	i	-2	1	i

The list is partial (hit frequency here may not be typical).
